M. tuberculosis HTS: M. tuberculosis growth inhibition, HTS (AID 449762). actives 0.59% (n = 330,000). inhibition, % at 25 µM; hits with a dose series show IC50 in µM. M. tuberculosis H37Rv growth inhibition, 7H9 media; higher % means a stronger effect; in the data active = a potency from the dose series; inconclusive = inhibition above about 70% without an active follow-up result;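 also: bacterial growth assessed after seven days of incubation; strong numbers were not always called active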
M. tuberculosis: growth inhibition of non-replicating M. tuberculosis (AID 488890); Mycobacterium tuberculosis non-replicating, growth inhibition; higher % means a stronger effect; one-dose inhibition, % at 25 µM; IC50 in µM for titrated hits; actives 0.39% (n = 320,000); in the data active = a potency from the dose series; inconclusive = inhibition mostly from about 82% at the one dose, without a potency; inactive = the rest, 99 in 100 with inhibition below about 76%;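 also: plate controls were DMSO cells for no effect and high antibiotic wells for full effect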
H1N1 NS1A inhibition: NS1A inhibition, H1N1 influenza, cell based functional assay (AID 504329); NS1A functional cell-based assay, percent inhibition; higher % means a stronger effect; inhibition, % at 12.5 µM; hits with a dose series show IC50 in µM; actives 0.3% (n = 340,000); in the data active = a potency from the dose series; inconclusive = inhibition above about 27% without an active follow-up result; also: strong numbers were not always called active
Salmonella PhoP GFP: Inhibition of PhoP regulon, Salmonella typhi GFP reporter cells, confirmation, 4 h (AID 1850); Salmonella Typhi PhoP-promoter GFP reporter, fluorescence, 4 h; higher % means a stronger effect; inhibition, % at 50 µM; hits with a dose series show IC50 in µM; actives 0.33% (n = 310,000); in the data active = a potency from the dose series; inconclusive = inhibition mostly from about 25% at the one dose, without a potency; inactive = the rest, 99 in 100 with inhibition below about 19%;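 also: 0% = induced wells with vehicle and 100% = uninduced wells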
VEEV TC-83 Vero: inhibitors of VEEV TC-83 cytopathic effect, confirmation, Vero cells (AID 588727) | actives 0.13% (n = 350,000) | one-dose inhibition, % at 20 µM; IC50 in µM for titrated hits | Vero cells, VEEV TC-83 cytopathic effect inhibition; higher % means a stronger effect; in the data active = a potency from the dose series; inconclusive = inhibition mostly from about 14% at the one dose, without a potency; inactive = the rest, 99 in 100 with inhibition below about 12%; also: strong numbers were not always called active
VEEV TC-83 Vero 10K pilot screen: recorded beside VEEV TC-83 Vero, whose call it bears; inhibition, %; measured here: 10K pilot screen inhibition
An asterisk follows results filed as active; i = inactive; ? = inconclusive; . = no result given.

SMILES | M. tuberculosis HTS | M. tuberculosis | H1N1 NS1A inhibition | Salmonella PhoP GFP | VEEV TC-83 Vero | others
CCCCCOc1ccc(NC(=O)c2cc(SC)ccc2Cl)cc1 | -12.9% | -17.2% | -3.2% | -6.2% | i
Cc1ccc(F)cc1NC(=O)CCOc1ccccc1 | -0.1% | 3.3% | -8.4% | -0.1% | 1.5%
Nc1nonc1-n1nnc(C(=O)N/N=C/c2ccccc2F)c1CN1CCOCC1 | -6.6% | 1.5% | 1.3% | -3.9% | 0.4%
CCn1nnnc1SCC(=O)Nc1cccc(NC(C)=O)c1 | -6.0% | 10.8% | -6.5% | 8.1% | i
Cc1cnn(-c2ccc3nnc(-c4ccc(Br)cc4)n3n2)c1 | 0.7% | -4.6% | -12.5% | -4.4% | 1.4%
CC1=CCC2C(=O)N(c3cc(C)on3)C(=O)C2C1 (centres undefined) | -0.9% | -4.7% | 0.3% | 11.4% | 3.2%
O=C(c1cc(Br)c[nH]1)N1CCSCC1 | 5.1% | 7.3% | -5.9% | 5.2% | 0.3%
O=[N+]([O-])c1ccccc1Nc1cccc(F)c1 | . | . | 8.5% | . | 2.2%
COc1ccc(NC(=O)C(CC(=O)O)Cc2ccccc2)cc1 (centres undefined) | -9.8% | -2.6% | -4.0% | -0.4% | i | VEEV TC-83 Vero 10K pilot screen=2.1
Cc1cc2oc(=O)c(CC(=O)O)c(C)c2c2occ(C(C)(C)C)c12 | 8.2% | 26.9% | -7.0% | 1.6% | i
CC[C@H](C)C(C(=O)N1CCN(C(=O)OC(C)(C)C)CC1)n1cc(C(CC(C)C)NC(=O)OC(C)(C)C)nn1 (some centres undefined) | 7.1% | 10.5% | -9.5% | -3.9% | i
COc1cccc(C2C(C(N)=O)=C(C)Nc3nc(-c4ccccc4Cl)nn32)c1 (centres undefined) | -2.8% | 12.6% | -8.7% | -6.3% | 0.7%
Cc1ccc(S(=O)(=O)N2CCN(CC(=O)N/N=C\c3ccccn3)CC2)cc1 | -0.1% | -6.3% | -10.2% | 0.2% | i
CC(CCc1ccccc1)NC(=O)CSc1nccc(=O)[nH]1 (centres undefined) | -2.4% | 10.1% | -5.6% | 3.4% | i
CCOC(=O)c1sc(NC(C)=O)nc1-c1ccccc1 | 10.4% | 15.4% | -1.9% | 2.2% | 0.4%
Cc1nn(-c2ccccc2)c2c1C(c1ccc([N+](=O)[O-])cc1)N1C(=N2)C(=O)Nc2ccccc21 (centres undefined) | 41.4µM* | ? | 4.6% | -5.6% | 4.7%
Oc1ccc2ccccc2c1C=Nc1ccc(Cl)cn1 | 3.4% | 2.1% | 11.1% | -3.6% | 0.8%
CCN(CCCNC(=O)C1CCCN(S(=O)(=O)c2cnc[nH]2)C1)c1ccccc1 (centres undefined) | 1.7% | . | -2.8% | -4.5% | 0.7%
O=C(O)C1OC1(c1ccccc1Cl)c1ccccc1Cl (centres undefined) | . | . | -1.1% | . | 0.5%
CCOC(=O)Nc1ccc2c(c1)N(C(=O)N1CCN(C)CC1)c1ccccc1S2 | 33.1% | -5.2% | 20.5% | -4.0% | 2.1%
Cc1cc(C(C)(C)C)c(O)c(C(C)(C)C)c1 | -0.1% | -0.1% | 7.7% | -12.8% | 0.6%
Cc1cc(OC(C)C(=O)NCc2ccccn2)c2c(C)c(Cc3ccccc3)c(=O)oc2c1 (centres undefined) | 5.9% | 9.4% | -3.6% | 1.0% | i
CCN1CCN(C(=O)/C(=C/c2cccs2)NC(=O)c2ccc(C)c(C)c2)CC1 | 6.3% | 5.8% | 8.8% | -0.7% | 8.2%
C/C(=N\NC(=O)c1ccc(Cn2cc([N+](=O)[O-])cn2)o1)c1cccc(NC(=O)c2cccnc2)c1 | -0.4% | -11.4% | 1.5% | -8.0% | 0.5%
Cc1cc(-n2c(C)cc(C(=O)CSc3ncnc4ccccc34)c2C)no1 | -5.4% | 60.0% | -20.1% | -11.4% | 3.6%
O=C(CCc1nnc(CCCCc2ccccc2)o1)NCCc1cccnc1 | -0.9% | 7.5% | 4.2% | 1.6% | 7.8%
COC(=O)CSc1nnc(CNC(=O)c2ccccc2OC)n1-c1ccc(OC)cc1 | -17.4% | 1.7% | -4.3% | -5.0% | i
CCCCCCC(c1c(C)n(C)n(-c2ccccc2)c1=O)c1c(C)n(C)n(-c2ccccc2)c1=O | 11.7% | 5.2% | -6.3% | -11.0% | 0.2% | VEEV TC-83 Vero 10K pilot screen=0.0
O=S(=O)(/N=C(/Nc1ccccn1)c1ccccc1)c1ccc(Cl)cc1 | 1.9% | 12.7% | -7.5% | 3.7% | 3.5% | VEEV TC-83 Vero 10K pilot screen=2.2
Cc1cc(C=O)c(C)n1-c1cccc(C(=O)O)c1 | -3.9% | -5.4% | 2.5% | 0.2% | 0.7% | VEEV TC-83 Vero 10K pilot screen=1.3
CC(=O)NCCc1nc2cc(NS(=O)(=O)c3ccc(Cl)cc3)ccc2n1C | -3.0% | -19.6% | -2.8% | -3.6% | 0.5%
Cc1ccc2[nH]c(=O)c(CN(CCCO)C(C)c3nnnn3Cc3ccco3)cc2c1 (centres undefined) | 0.9% | 14.9% | 12.0% | -2.2% | 2.3%
O=C(Nc1ccc(NC(=O)c2ccccc2Cl)nc1)c1ccco1 | 6.8% | 23.8% | 6.0% | 4.8% | 0.8%
Cc1ccccc1Nc1nnc(-c2ccc(C(=O)NCCO)cc2)c2ccccc12 | 3.3% | -7.8% | 4.4% | -0.6% | 0.7%
Clc1ccccc1CSc1nnc([C@@H]2CCCN2)o1 | -5.5% | i | -24.4% | 4.7% | 2.6%
CC(=O)c1c(C)oc2ccc(N(C(C)=O)S(=O)(=O)c3cccc4cccnc34)cc12 | -3.2% | 8.4% | 4.8% | 3.6% | 0.4%
Cc1ccc(S(=O)(=O)c2cn(CC(=O)Nc3ccccc3)c3ccc(F)cc3c2=O)cc1 | -0.4% | 7.9% | -3.4% | -12.0% | 0.1%
O=C(O)c1ccc(Cl)c(NCc2ccncc2)c1 | . | . | -5.8% | . | 0.7%
Cc1cccc(-c2c3c(=O)n(C)c(=O)n(C)c3cn2CCO)c1 | 1.5% | -6.7% | -22.6% | 8.9% | 2.7%

In the list so far, these contain bromine.
SMILES | M. tuberculosis HTS | M. tuberculosis | H1N1 NS1A inhibition | Salmonella PhoP GFP | VEEV TC-83 Vero | others
Cc1cnn(-c2ccc3nnc(-c4ccc(Br)cc4)n3n2)c1 | 0.7% | -4.6% | -12.5% | -4.4% | 1.4%
O=C(c1cc(Br)c[nH]1)N1CCSCC1 | 5.1% | 7.3% | -5.9% | 5.2% | 0.3%

14 entries from above, ordered by length of the SMILES, smallest number first.
SMILES | M. tuberculosis HTS | M. tuberculosis | H1N1 NS1A inhibition | Salmonella PhoP GFP | VEEV TC-83 Vero | others
O=C(c1cc(Br)c[nH]1)N1CCSCC1 | 5.1% | 7.3% | -5.9% | 5.2% | 0.3%
Cc1cc(C(C)(C)C)c(O)c(C(C)(C)C)c1 | -0.1% | -0.1% | 7.7% | -12.8% | 0.6%
Clc1ccccc1CSc1nnc([C@@H]2CCCN2)o1 | -5.5% | i | -24.4% | 4.7% | 2.6%
Cc1cnn(-c2ccc3nnc(-c4ccc(Br)cc4)n3n2)c1 | 0.7% | -4.6% | -12.5% | -4.4% | 1.4%
Cc1cc(-n2c(C)cc(C(=O)CSc3ncnc4ccccc34)c2C)no1 | -5.4% | 60.0% | -20.1% | -11.4% | 3.6%
Cc1ccccc1Nc1nnc(-c2ccc(C(=O)NCCO)cc2)c2ccccc12 | 3.3% | -7.8% | 4.4% | -0.6% | 0.7%
CC(=O)NCCc1nc2cc(NS(=O)(=O)c3ccc(Cl)cc3)ccc2n1C | -3.0% | -19.6% | -2.8% | -3.6% | 0.5%
COC(=O)CSc1nnc(CNC(=O)c2ccccc2OC)n1-c1ccc(OC)cc1 | -17.4% | 1.7% | -4.3% | -5.0% | i
Cc1ccc(S(=O)(=O)N2CCN(CC(=O)N/N=C\c3ccccn3)CC2)cc1 | -0.1% | -6.3% | -10.2% | 0.2% | i
CCN(CCCNC(=O)C1CCCN(S(=O)(=O)c2cnc[nH]2)C1)c1ccccc1 (centres undefined) | 1.7% | . | -2.8% | -4.5% | 0.7%
Cc1cc(OC(C)C(=O)NCc2ccccn2)c2c(C)c(Cc3ccccc3)c(=O)oc2c1 (centres undefined) | 5.9% | 9.4% | -3.6% | 1.0% | i
Cc1nn(-c2ccccc2)c2c1C(c1ccc([N+](=O)[O-])cc1)N1C(=N2)C(=O)Nc2ccccc21 (centres undefined) | 41.4µM* | ? | 4.6% | -5.6% | 4.7%
C/C(=N\NC(=O)c1ccc(Cn2cc([N+](=O)[O-])cn2)o1)c1cccc(NC(=O)c2cccnc2)c1 | -0.4% | -11.4% | 1.5% | -8.0% | 0.5%
CC[C@H](C)C(C(=O)N1CCN(C(=O)OC(C)(C)C)CC1)n1cc(C(CC(C)C)NC(=O)OC(C)(C)C)nn1 (some centres undefined) | 7.1% | 10.5% | -9.5% | -3.9% | i

From PubChem BioAssay
